SIRT5 inh = sirtuin-5 (human) deacylase inhibition; inhibition, % at 15 µM; Q9NXA8; 1.1% of 330,000 active; Purified SirT5, succinyl-peptide AMC, trypsin-coupled fluorescence; AID 652115; in the data active means inhibition above about 15%; inconclusive means no clear call, values can overlap the other calls
Target sequence (Q9NXA8 whole entry, looked up): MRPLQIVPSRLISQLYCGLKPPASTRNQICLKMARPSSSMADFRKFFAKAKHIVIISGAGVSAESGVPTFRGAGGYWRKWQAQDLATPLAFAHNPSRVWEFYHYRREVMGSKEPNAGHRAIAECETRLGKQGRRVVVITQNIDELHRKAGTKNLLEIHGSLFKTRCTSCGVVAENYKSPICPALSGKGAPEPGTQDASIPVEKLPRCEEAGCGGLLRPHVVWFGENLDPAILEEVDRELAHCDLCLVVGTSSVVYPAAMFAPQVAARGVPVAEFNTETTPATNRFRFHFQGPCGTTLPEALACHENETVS
ERp5 block = inhibitors of human ERp5. ERp5 insulin aggregation, absorbance 650 nm, 90 min. inhibition, % at 9.99 µM. 0.05% of 350,000 active. AID 651711;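 active means mean replicate inhibition above about 25%, with every replicate also reaching it, limit read from the data, passing the limit was not always enough; inconclusive means only one of those two criteria met; inactive means neither criterion met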
Target sequence (Q15084 whole entry, looked up): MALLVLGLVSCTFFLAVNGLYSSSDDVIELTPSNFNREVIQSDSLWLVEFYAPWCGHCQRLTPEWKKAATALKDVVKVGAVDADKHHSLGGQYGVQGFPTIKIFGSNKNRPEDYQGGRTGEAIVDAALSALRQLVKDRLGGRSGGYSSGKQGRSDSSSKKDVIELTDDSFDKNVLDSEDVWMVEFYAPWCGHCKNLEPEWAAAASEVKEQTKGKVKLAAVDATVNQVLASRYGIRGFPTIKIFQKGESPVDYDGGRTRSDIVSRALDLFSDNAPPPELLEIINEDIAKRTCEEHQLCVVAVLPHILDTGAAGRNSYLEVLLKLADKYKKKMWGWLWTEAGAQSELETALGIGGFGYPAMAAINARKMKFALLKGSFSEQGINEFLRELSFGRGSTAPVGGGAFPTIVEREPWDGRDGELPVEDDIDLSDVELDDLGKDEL
Active calls of the source: *; u = inconclusive; & = joins results of further samples.

ERp5 block,SIRT5 inh,Molecule
3.2,-3.4,CC(=O)CC1c2cc(F)ccc2C=C(c2ccsc2)N1c1ccc(C#Cc2cncn2C)cc1 (stereo not drawn)
18.2,3.0,O=C(NC1CCCC1)N1CC(=O)N2[C@@H](CO)[C@H](c3ccc(/C=C/c4ccccc4)cc3)[C@@H]2C1
-1.4,-2.9,O=C(c1cccc(F)c1)N1CC2(C1)[C@@H](c1ccccc1)[C@@H](CO)N2C(=O)C1CCOCC1
23.0,0.1,O=C(OC1CCOC1=O)C1CCN(S(=O)(=O)c2ccc(Cl)c(C(F)(F)F)c2)CC1 (stereo not drawn)
-1.3,-0.4,COC(=O)C1=C(C)N(C)C(=NCc2ccc(C(F)(F)F)cc2)NC1c1cccc(Cl)c1 (stereo not drawn)
u,3.9,COc1cccc(C(C(=O)NC2CCCC2)N2CCN(c3cc(C)nc4ccccc34)CC2)c1OC (stereo not drawn)
1.3,4.3,CCC(=O)N1CC[C@H]2[C@H](CO)Nc3ccc(C#Cc4ccc(OC)cc4)cc3[C@H]21
-13.6,5.2,CC(C)CC#Cc1ccc([C@@H]2[C@H](CO)N3C(=O)CN(C(=O)Nc4ccc(F)cc4)C[C@@H]23)cc1
5.8,8.4,COc1ccc2c3c(n(C)c2c1)[C@@H](CO)N(C(=O)Nc1ccc(F)cc1)CC31CN(C(=O)c2ccccc2F)C1
7.6,-6.8,O=C(C1CC1)N1CC(=O)N2[C@H](C1)[C@@H](c1ccc(C#CC3CCCC3)cc1)[C@@H]2CO
3.8,-3.9,COCC(=O)N1CC(=O)N2[C@@H](CO)[C@H](c3ccc(-c4ccncc4)cc3)[C@@H]2C1
-3.9,-1.4,CCn1c(=N)c(S(=O)(=O)c2ccc(C)cc2)cc2c(=O)n3ccccc3nc21
0.7,0.3,Cc1cccc(C(=O)N2CCC(=O)N([C@H](COCc3cccc(Cl)c3)Cc3ccccc3)CC2)c1
-2.4,2.9,Nc1nc2c(ncn2[C@@H]2O[C@H](C(=O)N[C@H](Cc3ccccc3)C(=O)NCc3ccc4c(c3)OCO4)[C@@H](O)[C@H]2O)c(=O)[nH]1
-2.4,-0.1,O=C(NCC1CCCO1)C(=Cc1cccc([N+](=O)[O-])c1)C(=O)NCC1CCCO1 (stereo not drawn)
-0.3,-1.6,CC1=C(C(=O)OCc2ccccc2)C(c2ccccc2OS(=O)(=O)c2ccccc2[N+](=O)[O-])NC(=O)N1CCCC(=O)O (stereo not drawn)
1.0,0.9,COc1ccc(C#Cc2ccc([C@@H]3[C@@H](CO)N4C(=O)CN(C(=O)NC(C)C)C[C@@H]34)cc2)cc1
0.6,-0.5,O=C(N[C@H]1CC[C@@H](CCn2cc(C3CCCC3)nn2)O[C@@H]1CO)c1cccnc1
-5.7,-4.0,CCC(=O)N1[C@@H](CO)[C@H](c2ccccc2)C12CN(C(=O)c1ccc(F)cc1)C2
-0.1,-1.1,O=C(CC1CC1)N1CC2(C1)[C@@H](c1ccccc1)[C@@H](CO)N2C(=O)c1ccccn1
-1.0,-1.4,COc1ccc(CNC(=O)/C(C)=C\C(=O)O)cc1
6.5,6.2,C[C@H]1CN([C@@H](C)CO)C(=O)c2c(c3ccccc3n2C)-c2ccccc2CO[C@@H]1CN(C)Cc1ccc(-c2ccccc2)cc1
3.1,-2.9,COc1ccccc1-c1ccccc1[C@H]1[C@@H](CO)N(C(=O)CN(C)C)[C@H]1C#N
1.6,-3.6,CCCc1nc2sc3c(=O)[nH]cnc3c2c2c1CCCC2
5.7,0.7,CCOC(=O)[C@]12CCCC=C1N(Cc1ccccc1)C(=O)[C@H](CC(=O)N1CCC(c3ccccc3)CC1)C2
-4.0,-2.4,O=C(c1ccccc1F)N1CC(=O)N2[C@@H](CO)[C@@H](c3ccc(C#Cc4ccc(F)cc4)cc3)[C@@H]2C1
-7.1,0.4,COc1ccc2c3c([nH]c2c1)[C@@H](CO)N(C(C)=O)CC31CN(Cc2ccccc2Cl)C1
-6.0,-1.4,COc1ccc2c3c([nH]c2c1)[C@H](CO)N(C(=O)c1cccnc1)CC31CN(Cc2cccnc2)C1
7.3,-2.5,COCCCNC(=O)C[C@@H]1C[C@@]2(C(=O)OC)CCCCC=C2N(Cc2ccc(Cl)cc2Cl)C1=O
0.0,2.0,CC(=O)N(C)C[C@H]1[C@@H](c2ccc(C#CC(C)C)cc2)[C@@H](CO)N1C(=O)C1CCC1
-1.8,0.3,O=C(NC1CCCC1)c1nc(-c2ccco2)oc1-c1ccccc1
0.5,-0.7,Cc1oc(-c2ccccc2Cl)nc1CN1CCCC1c1ccc(F)cc1 (stereo not drawn)
1.9,1.8,CCCNC(=O)N1[C@H](C#N)[C@H](c2ccccc2-c2cccc(C)c2)[C@@H]1CO
0.8,1.2,O=C(CCC1CCN(Cc2nccs2)CC1)Nc1ccccc1
-2.9,0.1,COc1ccc2c3c(n(C)c2c1)[C@@H](CO)N(C(=O)C1CCC1)CC31CCN(C(=O)c2ccncc2)CC1
2.7,0.3,Cc1c(CC(=O)N[C@@H](CCCNC(N)=O)C(=O)O)c(=O)oc2cc3oc4c(c3cc12)CCCC4

Three structures from above, arranged by molar mass, low to high:
ERp5 block,SIRT5 inh,Molecule
0.5,-0.7,Cc1oc(-c2ccccc2Cl)nc1CN1CCCC1c1ccc(F)cc1 (stereo not drawn)
-13.6,5.2,CC(C)CC#Cc1ccc([C@@H]2[C@H](CO)N3C(=O)CN(C(=O)Nc4ccc(F)cc4)C[C@@H]23)cc1
-0.3,-1.6,CC1=C(C(=O)OCc2ccccc2)C(c2ccccc2OS(=O)(=O)c2ccccc2[N+](=O)[O-])NC(=O)N1CCCC(=O)O (stereo not drawn)

Next section
ERp5 block,SIRT5 inh,Molecule
-2.1,-2.1,COc1ccc(C(=O)C[C@@H]2OC[C@H](Cc3ccccc3)N2S(=O)(=O)c2ccc(C)cc2)cc1OC
1.0,-3.8,CC1=C(C(=O)OCc2ccccc2)C(c2ccc(Br)cc2)NC(=O)N1CCCC(=O)O (stereo not drawn)
-2.6,-3.4,CC(C)CC#Cc1ccc([C@@H]2[C@@H](CO)N3C(=O)CN(C(=O)Nc4ccc(F)cc4)C[C@@H]23)cc1
4.4,-4.5,COc1ccccc1-c1ccccc1[C@@H]1[C@@H](C#N)N(C(=O)CN(C)C)[C@H]1CO
-1.1,-0.1,O=C(Nc1cc(F)ccc1F)N1CC(=O)N2[C@H](CO)[C@@H](c3ccc(-c4cccc(F)c4)cc3)[C@H]2C1
1.3,-4.1,N#C/C(=C\c1ccco1)C(=O)Nc1cccc2ncccc12
0.9,1.1,O=C(NC1CCCCC1)C(c1ccc(-c2ccccc2)cc1)n1c(=O)c(-c2ccco2)nc2ccccc21 (stereo not drawn)
1.9,-1.7,O=C(NC1CCCCC1)C1c2ccccc2OCC(=O)N1Cc1ccccn1 (stereo not drawn)
2.7,2.3,CC(C)c1cn([C@H]2C[C@@H]3O[C@@H](CO)CC[C@@H]3O[C@@H]2CCc2ccc(C#CC3CCCCC3)cc2)nn1
2.2,-0.6,O=C(CN1C2=NCCCN2c2ccccc21)c1ccc([N+](=O)[O-])cc1
1.3,-0.1,CN(C)CCCNC(=O)c1ccc(Oc2ccccc2)cc1
-4.6,-0.5,O=C(NC1CCCC1)C(C1CC1)n1c(C2CC2)nc2ccccc21 (stereo not drawn)
-5.5,7.5,CC(=O)N1CC2(C1)[C@@H](c1ccc(-c3ccccc3C)cc1)[C@@H](CO)N2C(=O)CC1CC1
-7.0,21.3*,CCOC(=O)CCCCCC(=O)Nc1ccc2c(c1)C(=O)N([C@H](C)CO)C[C@@H](C)[C@@H](CN(C)S(=O)(=O)c1ccc(C)cc1)OCCCC[C@H](C)O2
-4.8,-3.8,COC(=O)C[C@H]1CC[C@H](NC(=O)Nc2ccccc2F)[C@@H](CO)O1
7.0,-0.8,C/C=C/c1ccc([C@H]2[C@@H](CO)N3C(=O)CN(Cc4ccc(F)cc4)C[C@@H]23)cc1
-2.3,1.1,O=C(c1ccc2c(c1)OCO2)N1CC(=O)N2[C@H](C1)[C@H](c1ccc(C#Cc3ccccc3)cc1)[C@@H]2CO
-3.0,-1.5,CC(=O)N1[C@@H](CO)[C@@H](c2ccccc2)C12CN(C(=O)c1ccccc1)C2
-1.3,-3.7,CCOc1ccc2nc(N3C(=O)/C(=C/c4ccccc4)NC3=S)sc2c1
1.4,0.4,c1ccc(Cn2cc(CCOCc3ccccn3)c3ccccc32)cc1
9.6,4.7,Cc1ccc(S(=O)(=O)N(C)C[C@@H]2Oc3ccc(NC(=O)CCCCCC(=O)Nc4ccccc4N)cc3C(=O)N([C@H](C)CO)C[C@H]2C)cc1
5.6,0.4,CCCN1[C@H](C(=O)NC2CCCC2)[C@@H](CO)[C@@H]2Cn3c(ccc(-c4cccnc4)c3=O)[C@@H]21
1.6,-2.3,CC(C)CC#Cc1ccc2c(c1)O[C@@H](CN(C)CC1CCCC1)[C@H](C)CN([C@@H](C)CO)S2(=O)=O
3.9,0.7,C=CCNC(=S)N(C)[C@H]1C[C@H]2c3cc(-c4ccccc4C)ccc3CCN2C[C@H]1[C@H](C)O

A different layout for part of the listing above:
Every second line gives: ERp5 block	SIRT5 inh
COc1ccccc1-c1ccccc1[C@@H]1[C@@H](C#N)N(C(=O)CN(C)C)[C@H]1CO
 : 4.4	-4.5
O=C(Nc1cc(F)ccc1F)N1CC(=O)N2[C@H](CO)[C@@H](c3ccc(-c4cccc(F)c4)cc3)[C@H]2C1
 : -1.1	-0.1
N#C/C(=C\c1ccco1)C(=O)Nc1cccc2ncccc12
 : 1.3	-4.1

(cont.)
ERp5 block,SIRT5 inh,Molecule
5.9,-1.9,C[C@@H](c1ccccc1)N1C[C@@H](COCc2ccccc2)Oc2cc(N3CCC[C@H]3CO)ccc2S1(=O)=O
4.3,-4.7,COc1ccc(C(=O)C2CCCN(Cc3cnc(N4CCCC4)s3)C2)cc1OC (stereo not drawn)
5.9&0.9,-1.8&2.9,Cc1ccccc1S(=O)(=O)N1[C@@H]2CNC[C@H]1C2c1ccc(-c2cccc(C#N)c2)cc1 (stereo partly drawn)
0.3,-3.8,CN(C)C(=O)c1ccc(-c2ccc([C@H]3[C@@H](CO)N4C(=O)CN(C(=O)C5CCCC5)C[C@@H]34)cc2)cc1
0.9,-1.3,O=[N+]([O-])c1ccc(Cl)c(CN2CCN(c3ncc(Cc4ccccc4)cn3)CC2)c1
-1.3,-2.5,O=C1CN(Cc2ccccc2)C[C@H]2[C@@H](c3ccc(Br)cc3)[C@@H](CO)N12
-8.0,1.0,O=C(COC(=O)c1ccc(O)cc1)Nc1cc(S(=O)(=O)N2CCOCC2)ccc1N1CCOCC1
-1.4,-0.9,COCC(=O)N1CC2(CCN(Cc3ccccc3Cl)CC2)c2c([nH]c3cc(OC)ccc23)[C@@H]1CO
-3.0,-5.8,Cc1ccc(C(=O)NC(=S)/C=C2\N(C)c3ccccc3C2(C)C)cc1
-1.7,-1.5,O=C(Cc1cccnc1)N1CC2(C1)[C@H](c1ccccc1)[C@@H](CO)N2C(=O)C1CCOCC1
59.7*,-0.4,COc1ccc2c3c(n(C)c2c1)[C@H](CO)N(S(C)(=O)=O)CC31CCN(CC2CCCC2)CC1
2.9,0.4,CCN(C)C1CN(Cc2cn(Cc3ccc(OC)cc3)nn2)S(=O)(=O)C1 (stereo not drawn)
-0.9,-7.3,CS(=O)(=O)N1[C@H](C#N)[C@@H](c2ccccc2-c2ccccc2F)[C@H]1CO
-1.8&-0.7,-1.8&-3.1,COc1cccc(CN2[C@@H]3CNC[C@H]2C3c2ccc(-c3ccncc3)cc2)c1 (stereo partly drawn)
-4.1,-1.6,CCNc1nc(-c2sc(NC(=O)C(C)(C)C)nc2C)c(-n2cc(-c3ccccc3)nn2)s1
-1.9,2.7,CC(OC(=O)c1ccc(F)c(S(=O)(=O)N2CCOCC2)c1)C(=O)NC1CCCC1 (stereo not drawn)
4.2,3.2,O=C(N[C@H](Cc1ccccc1)C(=O)NCc1ccc(OC(F)(F)F)cc1)[C@H]1O[C@@H](n2ccc(=O)[nH]c2=O)[C@H](O)[C@@H]1O
1.9,0.2,CC(C)C[C@H](NC(=O)c1ccco1)C(=O)N1CCC[C@H]1C(=O)NCc1ccccc1
7.7,6.2,CO[C@@H]1CN(C)C(=O)c2ccc(NC(=O)CC(F)(F)F)cc2OC[C@H](C)N(C(C)=O)C[C@H]1C
3.2,-5.7,CCN(C[C@@H]1[C@@H](c2ccc(C3=CCCCC3)cc2)[C@@H](CO)N1C(C)=O)C(C)=O
-4.6,6.8,NC(=O)CNc1n[nH]c(=S)[nH]c1=O
-2.1,-1.2,O=C(Cc1ccccc1)NC[C@H]1N[C@H](CO)[C@@H]1c1ccc(C2=CCCC2)cc1
8.0,-0.9,O=C(Cc1c[nH]c2ccccc12)Nc1ccc(Nc2cccnc2)cc1
0.8,-10.6,COc1cccc(CN2CC3(CN(S(C)(=O)=O)C3)c3c(n(C)c4cc(OC)ccc34)[C@@H]2CO)c1
-5.5,0.4,CC(C)(C)S(=O)N1C[C@H]2CC(=O)C(CCO)=C2[C@@H]1CCO (stereo partly drawn)
3.8,6.3,COc1cccc(NC(=O)N2CC(=O)N3[C@H](C2)[C@@H](c2ccc(C4=CCCC4)cc2)[C@@H]3CO)c1
0.5,19.1*,CN(C)C(=O)c1cccc(-c2ccc([C@@H]3[C@H](CO)N4C(=O)CN(C(=O)C5CC5)C[C@@H]34)cc2)c1
5.0,-2.4,Cc1c(C(C)(C(=O)O)c2c(C)n(C)c3ccccc23)c2ccccc2n1C
-5.6,0.5,COc1ccc(-c2ccc([C@@H]3[C@H](CO)N4C(=O)CN(C(=O)c5cccnc5)C[C@@H]34)cc2)cc1

An excerpt; rates above refer to the full screens.
